# Compound activity deposited in PubChem BioAssay by several laboratories.
# Fluor 339 460 = intrinsic fluorescence of library compounds, ex339/em460 – biochemical, MLSMR library, data from DPM-DC assay, artefact control, profiling panel; 65,000 compounds, 5.5% hits; compound autofluorescence, ex339/em460 nm, NADH buffer; stronger effect = higher value; 1 = no-compound wells, NADH background; fluorescence fold increase at 10 µM;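 active = at 10 µM, mean starting fluorescence two-fold or more over control wells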;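 also: signal is the first read of a kinetic run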
# 5HT1E ag = 5-HT1E receptor agonists, primary screen, cell-based, HTS. 65,000 compounds, 0.69% hits. CHO 5-HT1E Ga15 NFAT-bla reporter, FRET; 0% DMSO wells, 100% control agonist wells. AID 574, 2007. 5-hydroxytryptamine receptor 1E (Homo sapiens), P28566. activation, % at 6 µM;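 active = activation above a set limit, the screen-wide mean activation plus 3 SD, cut at about 8.5% in these data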;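 also: 100% = positive control agonist at 1 µM giving full maximal response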
# Target sequence (P28566 whole entry, looked up): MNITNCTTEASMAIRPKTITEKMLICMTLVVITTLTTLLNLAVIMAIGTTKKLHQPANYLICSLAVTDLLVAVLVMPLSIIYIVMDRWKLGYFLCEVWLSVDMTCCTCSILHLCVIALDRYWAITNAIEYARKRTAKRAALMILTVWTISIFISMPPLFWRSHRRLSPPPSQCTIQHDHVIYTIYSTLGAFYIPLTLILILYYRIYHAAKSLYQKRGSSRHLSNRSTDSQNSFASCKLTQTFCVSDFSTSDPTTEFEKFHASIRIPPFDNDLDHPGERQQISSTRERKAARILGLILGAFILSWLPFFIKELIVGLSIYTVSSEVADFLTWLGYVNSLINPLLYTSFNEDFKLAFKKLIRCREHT
# S1P3 agonist = human S1P3 receptor agonists, primary screen, cell-based, primary and confirmation, NFAT-BLA reporter | activation, % at 4.5 µM | Sphingosine 1-phosphate receptor 3 (Homo sapiens), Q99500 | S1P3 NFAT-BLA reporter cells, agonism, FRET ratio; relative to 1 µM S1P, basal subtracted | 60,000 compounds, 0.1% hits | AID 373, 2006;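 active = activation above the screen-wide mean plus 3 SD, cut at about 4.5% in these data, passing the limit was not always enough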; also: some compounds called inactive have numbers as strong as hits
#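 Material: Human S1P3 NFAT-BLA reporter CHO cells | Incubation: Overnight plating, 4 h compound 37 °C, 2 h substrate RT | Signal: FRET β-lactamase substrate fluorescence, excitation 405 nm, 460/535 nm emission ratio, background-subtracted | Compound: 4.5 µM final, single dose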
# A340 absorber = compound light absorbance at 340 nm, profiling panel, artefact control, biochemical, MLSMR library, data from PS, PMK, MK assays | compound absorbance at 340 nm, fold over control | fold change at 10 µM | 65,000 tested, under 10 active;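 active = at 10 µM dose, initial 340 nm absorbance at least 2 fold that of control wells; inactive = change under 2 fold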;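 also: initial absorbance extrapolated from kinetic A340 decline of NADH oxidation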
# S1P1 ag-PAM = S1P1 agonists and agonism potentiators, primary screen, cell-based, primary and confirmation screens, CRE-bla reporter; Sphingosine 1-phosphate receptor 1 (Homo sapiens), P21453; S1P1 CRE-bla cells, forskolin, beta-lactamase FRET, potentiator mode; S1P1 agonist co-added at EC20, 2 nM; 100% = saturating reference agonist, 0% = basal; activation, % at 9.5 µM; 56,000 compounds, 0.57% hits;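 active = activation above a cutoff set at the mean activation of all tested compounds plus 3 SD, cut at about 54% in these data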;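 also: forskolin at 4 µM as EC80 and the EC20 agonist is SEW2871; 100% = SEW2871 at its EC100 plus forskolin at EC80; some compounds past the cut are filed as inactive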
# MMP13 inh = human MMP13 inhibitors, primary screen, biochemical, FRET peptide cleavage. MMP-13 fTHP FRET cleavage, Mca fluorescence. 65,000 compounds, 0.07% hits. inhibition, % at 4 µM. Collagenase 3 (Homo sapiens), P45452;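 active = inhibition above the mean of compound-free control plate wells plus 3 SD, cut at about 14% in these data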;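 also: 0% = DMSO wells and 100% = wells with reference MMP-13 inhibitor after basal subtraction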
# 5-HT1A blocker = human 5-HT1a receptor antagonists, primary screen, cell-based, CHO, Ga15 NFAT-bla reporter; 5-hydroxytryptamine receptor 1A (Homo sapiens), P08908; CHO 5-HT1a Ga15 NFAT-bla reporter, antagonist mode; inhibition, % at 10 µM; 62,000 compounds, 0.68% hits;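 active = inhibition above the mean of all tested compounds plus 3 SD, cut at about 43% in these data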;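 also: receptor stimulated by 5-CT agonist at 100 nM near EC80; beta-lactamase reporter measured by ratiometric fluorescence of a cleavable substrate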
# Target sequence (P08908 whole entry, looked up): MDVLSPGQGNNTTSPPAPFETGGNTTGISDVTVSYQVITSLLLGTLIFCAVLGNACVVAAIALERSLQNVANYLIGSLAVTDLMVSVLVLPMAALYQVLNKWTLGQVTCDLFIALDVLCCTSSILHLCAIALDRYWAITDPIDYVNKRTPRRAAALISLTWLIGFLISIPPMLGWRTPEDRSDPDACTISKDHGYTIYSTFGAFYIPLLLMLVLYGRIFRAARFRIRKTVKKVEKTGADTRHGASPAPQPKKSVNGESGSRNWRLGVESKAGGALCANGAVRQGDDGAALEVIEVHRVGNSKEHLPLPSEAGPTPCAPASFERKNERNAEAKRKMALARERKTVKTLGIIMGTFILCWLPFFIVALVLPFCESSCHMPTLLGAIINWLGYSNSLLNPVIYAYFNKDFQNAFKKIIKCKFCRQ
# Her2 expr inh = inhibitors of Her2 protein expression, primary screen, SKBR-3 cells, AlphaScreen, 66K library | Receptor tyrosine-protein kinase erbB-2 (Homo sapiens), P04626 | SKBR-3 HER2 protein level, 18-24 h; stronger effect = lower value | HER2 level % of control, % at 10 µM | 65,000 compounds, 0.69% hits;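 active = HER2 level under 5% of the carrier-only control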;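 also: 100% = DMSO carrier and 0% = 500 nM PU-H71 HSP90 inhibitor; lower value means stronger loss of Her2 protein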
# 5HT1E antag = 5-HT1E receptor antagonists, primary screen, cell-based, HTS | 5-hydroxytryptamine receptor 1E (Homo sapiens), P28566 | CHO 5-HT1E Ga15 NFAT-bla reporter, FRET, antagonist | inhibition, % at 6 µM | 65,000 compounds, 0.99% hits | AID 571, 2007;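 active = inhibition above a set limit, the mean inhibition across every tested compound plus 3 SD, cut at about 29% in these data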;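 also: signal is the 460 over 535 nm emission ratio of beta-lactamase substrate; 0% = agonist plus DMSO wells and 100% = wells without agonist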
# Numbers without * were called inactive; . = no result given; [ ] = remark or other dose.
Fluor 339 460	5HT1E ag	S1P3 agonist	A340 absorber	S1P1 ag-PAM	MMP13 inh	5-HT1A blocker	Her2 expr inh	5HT1E antag	structure
1	-0.8	-0.8	1	-1	3	33	89	1	Cc1ccsc1C(C(=O)NC1CCCCC1)N(C(=O)Cc1cccs1)C1CC1 (configuration not stated)
1.1	-0.1	0.4	1	-27	4	-11	83	-2	CC1(C)Cc2ccccc2-c2nnnn21
1	-0.7	-0.8	1	-5	5	9	42	19	CSc1oc(-c2ccc(F)cc2)nc1S(=O)(=O)c1ccc(F)cc1
1.2	0.4	-0.3	1	-4	-2	7	96	-3	COCCSc1ccccc1C(=O)NCC1CCCO1 (configuration not stated)
0.93	-1.1	-2.1	1.1	11	1	14	78	-1	O=C(Nc1c(C(=O)NCc2ccco2)cnn1-c1ccccc1)c1cccc(F)c1
1.2	0.7	0.4	1	-12	-6	7	93	-5	O=C(Nc1ccon1)c1cc(-c2ccccc2)nc2ccccc12
1.1	1.6	1.1	0.99	10	-2	-15	63	3	COc1ccc(OC)c(NC(=O)CN2CCC(C(=O)c3ccc(C)cc3)CC2)c1
1.1	0.3	-0.2	1	-13	3	-10	104	-9	c1ccc(Oc2cccc(CN3CCOCC3)c2)cc1
1.1	0.2	-0.8	0.99	12	4	3	132	-12	CC(=O)Nc1cccc(NC(=O)C2CCCN2C(=O)Nc2cccc(C)c2)c1 (configuration not stated)
1.1	0.1	-2.0	1.1	2	4	-3	138	7	Cn1c(SCc2ccccc2)nnc1-c1ccc2c(c1)OCO2
0.93	0.9	0.8	0.98	-9	0	3	116	-7	CCC(Sc1ncccc1C(=O)OCCN1CCCC1=O)C(=O)NCc1ccco1 (configuration not stated)
1.1	0.1	1.0	1	-17	0	6	96	1	O=c1[nH]c(CN2CCN(Cc3ccc4c(c3)OCO4)CC2)nc2sc3c(c12)CCC3
1.1	0.2	-1.1	1.1	14	5	-2	93	-1	COc1cc(C)c(Cl)cc1S(=O)(=O)N(C)C
1	0.1	1.3	0.99	1	2	-5	101	-5	O=C(CNC(=O)c1ccco1)NCCCc1ccccc1
1.1	0.4	-1.4	1.1	-8	1	-15	102	-13	CC1CCCC(NC(=O)c2cn(C)c3ccc(S(=O)(=O)N4CCCC4)cc3c2=O)C1C (configuration not stated)
1.6	-0.5	-1.4	1	-9	-45	.	75	12	CC1(C)Cc2c(C#N)c(N3CCN(C(=O)c4ccccc4)CC3)nc(-c3ccco3)c2CS1
1.1	-0.8	-0.3	1	15	1	6	75	-9	CC(C)N(Cc1nc(-c2ccccc2)no1)C(=O)c1ccc(Br)o1
1.1	0.8	1.8	0.99	0	-4	-2	74	-4	COC(=O)C1CCN(C(=O)COC(=O)Cn2cnnn2)CC1
1.1	-1.1	-0.8	1.1	.	2	1	104	-10	CCOc1ccc(N2C(=O)CC(/C=C3/N(C)c4ccccc4C3(C)C)C2=O)cc1 (configuration not stated)
1.3	0.6	-1.4	1	-20	0	36	94	-4	CCOC(=O)CSc1nc2c(sc3ccccc32)c(=O)n1CCCN1CCOCC1
1	0.3	-3.2	1	-11	0	.	102	-1	COC(=O)c1ccc(OC(=O)c2ccc(OC)c(OC)c2)c(OC)c1
1.1	0.3	0.5	0.99	-15	5	0	90	6	COc1ccc(CN(CCN2CCOCC2)C(=O)c2c(F)cccc2F)cc1OC
2.2*	-0.2	-0.1	1.2	1	-259[fluorescence artefact?]	0	66	-3	CN(C)C=Nc1ccc2nn(-c3ccccc3)nc2c1
0.97	0.0	0.8	0.99	-9	-1	-17	117	-11	O=C(c1cccc(N2C(=O)C3CC=CCC3C2=O)c1)N1CCN(c2ccccc2)CC1 (configuration not stated)
1.1	-0.1	0.8	1	10	-1	-4	91	-2	COC(=O)C(C)n1cnc2c(nnn2-c2ccc(OC)cc2)c1=O (configuration not stated)
1.1	0.6	1.8	0.99	-8	1	-22	106	2	CCOC(=O)N1CCN(C(=O)c2ccc(CNS(=O)(=O)c3ccc(C)cc3)cc2)CC1
1	-1.7	-0.8	1	-14	-2	22	105	21	O=C(NCc1cccs1)C1CCN(S(=O)(=O)c2cccc3cccnc23)CC1
3.8*	-0.1	-2.0	1	8	-18	-9	72	-10	COc1ccc(OC)c(-c2cc(C(=O)Nc3cc(C)n(Cc4ccc(Cl)cc4)n3)no2)c1
1.1	3.9	-1.5	1.1	-4	-16	-7	92	6	CN1CCCN(Cc2ccccc2C(F)(F)F)CC1
1	0.7	-1.4	0.98	-12	-7	70*	48	70*	CCOc1ccccc1C(=O)N1CCN(c2cccc(Cl)c2)CC1

# Continued (two carried over from the part before).
Fluor 339 460	5HT1E ag	S1P3 agonist	A340 absorber	S1P1 ag-PAM	MMP13 inh	5-HT1A blocker	Her2 expr inh	5HT1E antag	structure
1.1	3.9	-1.5	1.1	-4	-16	-7	92	6	CN1CCCN(Cc2ccccc2C(F)(F)F)CC1
1	0.7	-1.4	0.98	-12	-7	70*	48	70*	CCOc1ccccc1C(=O)N1CCN(c2cccc(Cl)c2)CC1
1.1	-0.3	0.4	1.1	15	0	3	61	14	CCOC(=O)CSC1=C(C#N)C(c2ccccc2OCC)C(C#N)C(=O)N1 (configuration not stated)
1.2	0.1	-1.1	1	2	3	-4	95	6	Cc1cc(N2CCC(C(=O)NC3CC3)CC2)nc(-c2ccccc2)n1
1	0.3	-1.6	1.2	-18	3	-10	62	4	O=C1CCCC2=C1C(c1ccco1)Nc1ccc(C(=O)c3ccccc3)cc1N2 (configuration not stated)
2.4*	-1.0	-0.8	1	-4	-6	10	78	10	CCN=C1Cn2c(nc3scc(-c4ccccc4)c3c2=O)CN1CC
1	-0.1	0.1	1	-3	1	-16	111	-6	CCOC(=O)N1CCN(Cc2oc(CO)cc(=O)c2O)CC1
1.6	0.0	-0.9	1.1	9	-3	3	105	7	N#Cc1nc(-c2ccc(OCc3ccc(Cl)cc3)cc2)oc1NCCCn1ccnc1
1	1.2	1.6	0.99	0	1	0	98	-7	CCOCCCNC(=O)c1ccc2c(c1)N(Cc1ccccc1)C(=O)CS2=O (configuration not stated)
1	-0.6	0.1	0.99	11	3	2	107	-2	CCCn1nnnc1SCC(=O)c1ccc(NC(C)=O)cc1
1	-0.4	-0.6	1	1	0	11	96	4	COc1ccc(C(C)=O)c(OC(=O)c2ccc(OC)c(OC)c2)c1
1.1	1.2	-1.9	1	1	-3	18	56	6	COCCCN1C(=O)c2[nH]nc(-c3ccccc3O)c2C1c1cccc(Cl)c1 (configuration not stated)
1	-0.3	0.2	1	-1	-7	11	72	-1	COc1ccc(C(=O)Nn2c(C3CCC3)nc3ccccc3c2=O)c(OC)c1
1.1	-1.5	-0.7	0.97	-3	3	-4	92	11	O=C(O)CC(CC(=O)Nc1nncs1)c1ccccc1 (configuration not stated)
1.2	-0.5	-0.3	1	-3	-4	15	71	11	COCC(C)NC(=O)c1cc(-c2ccccc2OC)on1 (configuration not stated)
0.98	-0.3	-2.0	0.98	0	-2	-7	119	12	O=C(O)C1CC=CCC1C(=O)Nc1cccc(F)c1 (configuration not stated)
1	0.7	-0.7	1	-2	5	-3	62	4	Cc1ccc2[nH]c(=O)c(CN(CCCO)S(=O)(=O)c3c(C)ccc4nsnc34)cc2c1
1.3	-0.1	0.2	1	-20	5	9	82	6	Nc1c(NCCC2=CCCCC2)c(=O)[nH]c(=O)n1Cc1ccccc1
1.1	-0.7	-1.2	1.1	-2	-6	-1	74	5	CCOc1cccc(NC(=O)C2CC(=O)N(C)C(=Nc3ccccc3)S2)c1 (configuration not stated)
1.9	0.6	-1.1	1.1	-62	2	2	79	-2	O=c1c2ccccc2nc2c3ccccc3c(N3CCOCC3)nn12
1.1	0.7	-0.3	0.99	-37	3	3	82	1	Cc1[nH]c(=O)[nH]c(=O)c1S(=O)(=O)NCCc1ccc(S(N)(=O)=O)cc1
1.1	0.1	-1.6	1	4	7	-3	102	8	Cc1nn(C)c(C)c1S(=O)(=O)N1CCC(C(=O)NCC2COc3ccccc3O2)CC1 (configuration not stated)
1.1	-1.9	.	1	.	0	-5	.	6	Cc1nn(-c2ccccc2)c(C)c1C(=O)OCC(=O)Nc1ccc2c(c1)OCO2
1.5	0.5	0.5	1	-15	-13	-6	138	-7	Cc1cc(C)c2cc(CN(CC3CCCO3)S(=O)(=O)c3ccc4c(c3)OCCO4)c(=O)[nH]c2c1 (configuration not stated)
1.1	-0.5	2.9	1	-4	5	.	113	-6	Cc1cc(O)c(C(C)C)cc1N=C1CSC(=O)N1
1	0.5	0.0	0.99	-14	1	-15	87	2	CC1CCN(Cc2nc3c(c(=O)n(C)c(=O)n3C)n2Cc2c(F)cccc2Cl)CC1
1	0.1	-1.5	0.99	-24	3	14	98	0	CCCCP(=O)(CCCC)Cc1ccccc1O
1.2	0.4	-0.5	1.1	.	3	-2	114	-13	OCCN(Cc1ccccc1)Cc1cccc(F)c1
1	-0.3	-0.7	0.99	.	4	8	84	7	COc1ccc(-c2noc(CN(C(=O)C(C)(C)C)C(C)C)n2)cc1
1.1	0.1	0.4	0.97	-1	-2	1	100	-3	OC1CCN(C(c2ccc3ncccc3c2)c2nnnn2C2CCCCC2)CC1 (configuration not stated)
0.82	0.3	-0.6	1	8	1	5	66	5	CCCCCN(C(=O)NC(=O)NC(C)CC)S(C)(=O)=O (configuration not stated)
1.1	-0.6	-0.1	1	-17	2	-13	103	7	CC1(C)CC(=O)C(C=NCCCn2ccnc2)=C(O)C1
1.1	0.5	-0.7	1.1	-7	1	3	96	3	Cc1ccc(NC(=O)CSc2nnc(Cc3cccn3C)n2-c2ccc(F)cc2)c(C)c1
1.1	0.1	-0.2	1	2	-3	2	45	-5	Cc1ccc(Cl)cc1N1CCN(Cc2nc3c(c(=O)[nH]c(=O)n3C)n2CCc2ccccc2)CC1
1.2	-0.3	-0.9	1	-4	4	-19	96	-8	Cc1cc2oc(=O)cc(C)c2c(=O)o1
1.1	0.0	-1.1	1.1	-16	7	4	103	5	CC1CCCN(C(=O)C2CCN(CC3CC=CCC3)CC2)C1 (configuration not stated)
1	0.2	-0.1	1	87*	1	-4	85	-2	Cc1ccc(-n2c(C)cc(C(=O)CSc3nnnn3C)c2C)cc1
1.1	-0.2	.	1.1	.	0	-2	292	-10	CCOc1ccc(C(F)(F)F)cc1NC(C)=O
